p53ts 32C tox – p53ts cell cytotoxicity, permissive temperature; H1299-p53A138V at 32C, ATP luminescence viability, 24 h; Potency, µM (doses to about 46.1 µM), for inactives: at the highest dose activity change, negative = cytotoxicity, actives largely listed as cytotoxic; 130,000 compounds, 0.93% hits;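 also: 0% = DMSO and -100% = full killing by reference compound; nearly all actives have a fitted effect of over 55% in size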
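Viability by ATPlite luminescence after 24 h compound treatment (up to 46 uM) at the permissive 32C. Cells are H1299 carrying p53 A138V. Scale runs from DMSO basal to 100 uM tamoxifen as full kill; AC50 from Hill fits.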
p53ts 39C kill – p53ts cell cytotoxicity, nonpermissive temperature; H1299-p53A138V viability at 39C, ATP luminescence, 24 h; 130,000 compounds, 1.5% hits; Potency, µM (highest dose often 46.1 µM), inactives show top-dose activity change, negative = cell killing, usual class: cytotoxic; AID 902; also: nearly all actives have a fitted effect of over 55% in size
Peg3 imprint – induces erasure of genomic imprints in mouse ES cells; 110,000 compounds, 0.02% hits; AID 1948; Potency, µM (doses to about 60.7 µM), for the others: top-dose activity change, positive = activation, usual class: activators; mouse ES Peg3-LacZ reporter, beta-gal luminescence, 40 h;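 also: 0% = negative control wells on the plate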
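Gelatin-coated wells received 300 freshly trypsinized female ES cells with a Peg3LacZ-Neo reporter on the maternal allele, then incubated 40 hours at 37C. BetaGlo was added for 5 minutes at room temperature before a single luminescence read.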
IkB signaling – IkB pathway inhibition in ABC-DLBCL cells. 110,000 compounds, 0.04% hits. Potency, µM (titrated, usually from 57.1 µM), without a hit: top-dose IkBa stabilization activation. AID 445. ABC-DLBCL IkBa-CBG/CBR dual luciferase ratio, 4 h; response scale: scaled: untreated 0%, proteasome inhibitor 100%; active = well fitted curve in the direction sought with a large enough effect in the signal ratio, not every such curve was filed as active; inconclusive = small, poorly fitted or top-dose-only effect, or a change in a side signal; the % refers to the signal ratio;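 also: the direction sought is a rising ratio; 0% = basal untreated cells and 100% = reference inhibitor full response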
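Luminescence ratio of IκBα-fused green versus native red beetle luciferase in OCI-Ly3 cells, 4 h post-doxycycline with compound; red signal alone, scaled from basal (0%) to zero light (-100%), flagged nonspecific or cytotoxic effects.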
An asterisk follows results filed as active; [ ] = remark or other dose. Unless noted, calls follow the shape of the dose curve; as a rule, active = well fitted curve in the direction sought with a large enough effect; inconclusive = small, poorly fitted or top-dose-only effect, or another doubt; inactive = no such curve, though single readings can be large; an effect the other way counts as inactive or inconclusive. Unless noted, % is scaled to controls: 0 for no effect and ±100 for the full control effect; potency is read from the fitted curve at half-maximal effect.

For Cc1nc2nc(CNC(=O)c3cccc(F)c3)nn2c(C)c1CCC(=O)Nc1cccc(Cl)c1 the results were p53ts 32C tox -7%, p53ts 39C kill -15%, Peg3 imprint 25%[10.9 µM] and IkB signaling inconclusive.
`O=c1c2ccccc2nc(SCc2nnc(-c3ccccc3Br)o2)n1-c1ccccc1` gave p53ts 32C tox -1%, p53ts 39C kill -6%, Peg3 imprint -5% and IkB signaling 0.7%.
Screening Cc1cccc(CCNC(=O)c2cc3c(=O)[nH]c4ccc(C)cc4c3s2)c1 returned p53ts 32C tox 2%, p53ts 39C kill -11%, Peg3 imprint -9%[10.9 µM] and IkB signaling -1.7%.
`COc1cccc(/C=C(\C#N)c2nc3ccc(C)cc3[nH]2)c1` gave p53ts 32C tox -26%, p53ts 39C kill -17%, Peg3 imprint -11%[10.9 µM] and IkB signaling -1.7%.
Cc1cc(C)c(C(=O)Nc2ccccc2)c(SCC(=O)Nc2ccc(Br)cc2C)n1 was read as p53ts 32C tox -15%, p53ts 39C kill inconclusive, Peg3 imprint -9%[10.9 µM] and IkB signaling inconclusive.
`CO[C@H]1COC(=O)[C@H]2CCCN2C(=O)C/C=C\[C@@H](C)[C@H](OC)COC(=O)[C@@H](OCc2ccccc2)/C=C\[C@@H]1C` gave p53ts 32C tox -4%[9.22 µM] and p53ts 39C kill 1%[9.22 µM].
Screening CCOC(=O)c1cccc(NC(=O)C2CCCN(S(=O)(=O)c3cc(Br)cc4c3N(C(=O)CC)CC4)C2)c1 (stereo not drawn) returned p53ts 32C tox 1%, p53ts 39C kill 18%, Peg3 imprint 12%[10.9 µM] and IkB signaling -1.7%.
CCOC(=O)C1CCCN(Cc2ccccc2C)C1 (stereo not drawn) was read as p53ts 32C tox -3%, p53ts 39C kill 10%, Peg3 imprint -7% and IkB signaling -0.9%.
For COc1ccccc1OCC(=O)N(Cc1cccs1)C1CCS(=O)(=O)C1 (stereo not drawn) the results were p53ts 32C tox -3%, p53ts 39C kill 4%, Peg3 imprint -1%[10.9 µM] and IkB signaling 2.9%.
Screening O=C(CN(C1CCCCC1)S(=O)(=O)c1ccccc1)NCc1cccnc1 returned p53ts 32C tox -3%, p53ts 39C kill 9%, Peg3 imprint -11% and IkB signaling 0.3%.
Screening CC1(C)C2CC=C(/C=N/n3cnnc3)C1C2 (stereo not drawn) returned p53ts 32C tox 0%, p53ts 39C kill -1%, Peg3 imprint 1% and IkB signaling 0.5%.
Screening O=S(=O)(c1ccc(-c2ccccc2)cc1)N1CCOCC1 returned p53ts 32C tox -3%, p53ts 39C kill 5%, Peg3 imprint -1% and IkB signaling -0.6%.
`N#Cc1cc(-c2ccccc2)nc(Oc2ccccc2)n1` gave p53ts 32C tox 20% and p53ts 39C kill 8%.
`COc1cc2c(cc1OC)C(COc1ccc(F)cc1)N(C(=O)C(C)C)CC2` (stereo not drawn) gave p53ts 32C tox 4%, p53ts 39C kill -14%, Peg3 imprint -11%[10.9 µM] and IkB signaling 2.0%.
CCOC(=O)c1sc(-c2ccc(OC)cc2)cc1N was read as p53ts 32C tox -24%, p53ts 39C kill inconclusive, Peg3 imprint -31%[inhibitor] and IkB signaling -0.2%.
`CC(=O)N1CCc2cc(S(=O)(=O)NCCC(=O)NC3CCN(Cc4ccccc4)CC3)ccc21` gave p53ts 32C tox -2%, p53ts 39C kill -9%, Peg3 imprint -13% and IkB signaling 0.9%.
Screening COc1ccc(CNC(=O)c2ccc(CN3CCOCC3)cc2)cc1 returned p53ts 32C tox -5%, p53ts 39C kill 10%, Peg3 imprint 0% and IkB signaling 1.6%.
For Cc1ccc(S(=O)(=O)N2CCN(C(=O)CSc3nc4ccccc4c(=O)[nH]3)CC2)cc1 the results were p53ts 32C tox -3%, p53ts 39C kill -1%, Peg3 imprint 0% and IkB signaling inconclusive.
For CCC/C=C(\CCC)C(NC(=O)Oc1ccc(F)cc1)c1ccc(C(=O)OC)cc1 (stereo not drawn) the results were p53ts 32C tox 11%, p53ts 39C kill -2% and Peg3 imprint -1%.
CN(C)CCN1C(=O)C(=O)/C(=C(/O)c2ccccc2)C1c1ccccc1F (stereo not drawn) was read as p53ts 32C tox -3%, p53ts 39C kill 2%, Peg3 imprint -5% and IkB signaling -2.4%.

Part of the list above in order of count of non-hydrogen atoms, largest number first.
`COc1cc2c(cc1OC)C(COc1ccc(F)cc1)N(C(=O)C(C)C)CC2` (stereo not drawn) gave p53ts 32C tox 4%, p53ts 39C kill -14%, Peg3 imprint -11%[10.9 µM] and IkB signaling 2.0%.
For COc1ccccc1OCC(=O)N(Cc1cccs1)C1CCS(=O)(=O)C1 (stereo not drawn) the results were p53ts 32C tox -3%, p53ts 39C kill 4%, Peg3 imprint -1%[10.9 µM] and IkB signaling 2.9%.
Screening CC1(C)C2CC=C(/C=N/n3cnnc3)C1C2 (stereo not drawn) returned p53ts 32C tox 0%, p53ts 39C kill -1%, Peg3 imprint 1% and IkB signaling 0.5%.

Additional compounds follow.
`COc1ccc2c(C)c(CCC(=O)NCc3ccccc3Cl)c(=O)oc2c1C` gave p53ts 32C tox -4%, p53ts 39C kill -2%, Peg3 imprint -7%[10.9 µM] and IkB signaling -1.7%.
`NCc1ccccc1CC(=O)N[C@@H]1C(=O)N2C(C(=O)O)=C(CSc3nnnn3CC(=O)O)CS[C@@H]12` gave p53ts 32C tox 4%[20.6 µM], p53ts 39C kill 12%[20.6 µM], Peg3 imprint -3%[16.8 µM] and IkB signaling -1.0%[25.6 µM].
For CCN1CCCC(OC(=O)C(c2ccccc2)c2ccccc2)C1 (stereo not drawn) the results were p53ts 32C tox -9%, p53ts 39C kill -5% and Peg3 imprint -18%.
`Nc1nc2ccc(Oc3ccccc3)cc2s1` gave p53ts 32C tox -28%, p53ts 39C kill inconclusive, Peg3 imprint -11% and IkB signaling -0.9%.
`CCn1c(SCC(=O)Nc2nnc(C)s2)nnc1-c1ccco1` gave p53ts 32C tox -3%, p53ts 39C kill 6%, Peg3 imprint -2% and IkB signaling 0.2%.
Cc1cc2n(n1)CCCN2C(=O)Nc1ccc(F)c(Cl)c1 was read as p53ts 32C tox -7%, p53ts 39C kill 18%, Peg3 imprint -5%[10.9 µM] and IkB signaling -1.8%.
For Cc1oc2c(c1C(=O)NCc1cc(C(=O)O)co1)CCCC2 the results were p53ts 32C tox -1%, p53ts 39C kill 9%, Peg3 imprint -42%[inhibitor] and IkB signaling 0.2%.
For CC[N+](CC)(CCNC(=O)C(=O)NCC[N+](CC)(CC)Cc1ccccc1Cl)Cc1ccccc1Cl the results were p53ts 32C tox -1%, p53ts 39C kill -6%, Peg3 imprint 5% and IkB signaling 0.1%.
Screening c1ccc(-c2nc(C3CCCCC3)no2)cc1 returned p53ts 32C tox 0%, p53ts 39C kill 7%, Peg3 imprint 0% and IkB signaling 2.6%.
`Cc1ccc(NC(=O)c2ccc3nc(Cc4ccccc4)oc3c2)cc1F` gave p53ts 32C tox -15%, p53ts 39C kill -18%, Peg3 imprint -9%[10.9 µM] and IkB signaling 0.2%.
Screening C=CCOC(=O)C1C(=O)CC(C)(O)C(C(=O)OCC=C)C1c1ccc(OCC)cc1 (stereo not drawn) returned p53ts 32C tox -11%, p53ts 39C kill 0%, Peg3 imprint -16% and IkB signaling 2.0%.
For N#CCCn1c(=O)c(-c2ccccc2)nc2cnc(Nc3ccccc3)nc21 the results were p53ts 32C tox inconclusive, p53ts 39C kill -26%, Peg3 imprint -10% and IkB signaling 0.3%[11.4 µM].
Screening COCCCNC(=O)C1CC(=O)N(Cc2ccc(OC)cc2)C1 (stereo not drawn) returned p53ts 32C tox 16%, p53ts 39C kill -9%, Peg3 imprint -1% and IkB signaling -1.2%.
`Cc1cnc(C(=O)OCC(=O)NC2CCCCC2)cn1` gave p53ts 32C tox -6%, p53ts 39C kill 4%, Peg3 imprint -1% and IkB signaling 0.8%.
COc1cc(OC)cc(C(=O)Nc2ccc3nc4n(c(=O)c3c2)CCCCC4)c1 was read as p53ts 32C tox inconclusive, p53ts 39C kill inconclusive, Peg3 imprint -50%[inhibitor][10.9 µM] and IkB signaling inconclusive.
`Cn1c(=O)c(-c2ccc(F)cc2)nc2cnc(Oc3ccccc3)nc21` gave p53ts 32C tox 1%, p53ts 39C kill 6% and IkB signaling -1.0%[11.4 µM].
For Cn1c(C(=O)N2CCCc3ccccc32)cc2sccc21 the results were p53ts 32C tox 3%, p53ts 39C kill 4%, Peg3 imprint -6% and IkB signaling 0.9%.
`CC(=O)NC(C)C(=O)OCC(=O)c1ccc(Cl)s1` (stereo not drawn) gave p53ts 32C tox 0%, p53ts 39C kill 0%, Peg3 imprint 7% and IkB signaling 0.0%.
`CCOC(=O)N1CCC(NS(=O)(=O)c2ccc3c(c2)CCN3C(C)=O)CC1` gave p53ts 32C tox 0%, p53ts 39C kill -5%, Peg3 imprint -13% and IkB signaling -0.7%.
Screening CCN(C(=O)C1CCCCC1)c1nnc(-c2cccnc2)s1 returned p53ts 32C tox -7%, p53ts 39C kill -1%, Peg3 imprint -11% and IkB signaling -3.6%.

Next section, overlapping the part above by two compounds.
`CCOC(=O)N1CCC(NS(=O)(=O)c2ccc3c(c2)CCN3C(C)=O)CC1` gave p53ts 32C tox 0%, p53ts 39C kill -5%, Peg3 imprint -13% and IkB signaling -0.7%.
Screening CCN(C(=O)C1CCCCC1)c1nnc(-c2cccnc2)s1 returned p53ts 32C tox -7%, p53ts 39C kill -1%, Peg3 imprint -11% and IkB signaling -3.6%.
CCOc1cccc(NC(=O)C2CC(=O)N(C)C(=Nc3ccc(OC)cc3)S2)c1 (stereo not drawn) was read as p53ts 32C tox 0%, p53ts 39C kill -23%, Peg3 imprint -16%[10.9 µM] and IkB signaling 1.1%.
For COC(=O)c1ccc(-n2nnc(-c3nsc(NC(=O)c4ccc(Cl)cc4)n3)c2C)cc1 the results were p53ts 32C tox -2%, p53ts 39C kill -24%, Peg3 imprint -11%[10.9 µM] and IkB signaling 1.6%.
For CCOC(=O)CCn1c2nc(C)cc(C)c2c(=O)n1-c1ccccc1 the results were p53ts 32C tox -7%, p53ts 39C kill -3%, Peg3 imprint -3% and IkB signaling -2.5%.
CCOC(=O)N1CCN(C(=O)CCn2nc(-c3ccccc3)ccc2=O)CC1 was read as p53ts 32C tox -9%, p53ts 39C kill -7%, Peg3 imprint 2% and IkB signaling 0.1%.
`Cc1nc(N2C(=O)C(=O)/C(=C(/O)c3ccccc3)C2c2ccco2)sc1C` (stereo not drawn) gave p53ts 32C tox -18%, p53ts 39C kill 26%, Peg3 imprint -9% and IkB signaling 2.6%.
Screening CS(=O)(=O)c1ccc(-c2cc(Br)sc2-c2ccc(F)cc2)cc1 returned p53ts 32C tox 5%, p53ts 39C kill -10%, Peg3 imprint -15% and IkB signaling 0.3%.
`CCOC(=O)C(C)Oc1ccc(C2NC(=O)NC(C)=C2C(C)=O)cc1Br` (stereo not drawn) gave p53ts 32C tox -1%, p53ts 39C kill 4%, Peg3 imprint -19% and IkB signaling 5.0%.
Screening CCOc1cc2[nH]c(=O)n(CCCC(=O)N3CCN(c4ccc(OC)cc4)CC3)c(=O)c2cc1OCC returned p53ts 32C tox 8%, p53ts 39C kill 3%, Peg3 imprint -15%[10.9 µM] and IkB signaling -1.6%.
`O=C(NCC(c1cccnc1)N1CCN(c2ccccc2F)CC1)c1ccc(F)cc1` (stereo not drawn) gave p53ts 32C tox -2%, p53ts 39C kill -2%, Peg3 imprint 12%[10.9 µM] and IkB signaling 1.7%.
COc1ccc(-c2nc(CSCC(=O)NCCc3ccc(C)cc3)c(C)o2)cc1OC was read as p53ts 32C tox -2%, p53ts 39C kill -13%, Peg3 imprint 11%[10.9 µM] and IkB signaling inconclusive.
CC(=O)c1coc2ccc(OCC(=O)O)cc12 was read as p53ts 32C tox -2%, p53ts 39C kill -8%, Peg3 imprint 3% and IkB signaling -0.8%.
`O=C(c1cnccn1)N1CCN(C/C=C/c2ccccc2)CC1` gave p53ts 32C tox 10%, p53ts 39C kill 7%, Peg3 imprint -3% and IkB signaling -0.5%.
O=C(c1ccc(S(=O)(=O)N2CCOCC2)cc1)N(c1ccc(F)cc1)C1C=CS(=O)(=O)C1 (stereo not drawn) was read as p53ts 32C tox -21%, p53ts 39C kill 13%, Peg3 imprint -3% and IkB signaling -1.8%.
Screening O=C1CC(N2CCCc3ccccc32)C(=O)N1c1ccccc1 (stereo not drawn) returned p53ts 32C tox -5%, p53ts 39C kill -2%, Peg3 imprint -5% and IkB signaling inconclusive.
`CC(=O)N1[C@H](Cc2ccccc2)C=C[C@]1(C)C(=O)NCc1ccc(C)o1` gave p53ts 32C tox 12%, p53ts 39C kill -1% and Peg3 imprint -12%.
